Bioassay records (PubChem BioAssay)
PI5P4Ka inh – qHTS for Inhibitors of phosphatidylinositol 5-phosphate 4-kinase (PI5P4K) | PI5P4Kalpha enzyme, ADP-Glo luminescence, 60 min; active compounds read low | AID 652105, 2013 | 330,000 tested, 1.2% active | Phosphatidylinositol 5-phosphate 4-kinase type-2 alpha (Homo sapiens), P48426 | max response, %; active = max response of -50% or lower; inconclusive = between -30% and -50%; inactive = -30% or higher; also: value at the top dose of about 77 µM; % is scaled to controls: 0 for no effect and ±100 for the full control effect
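Reactions run in 0.038 M HEPES pH 7.4, 0.28 mM EGTA, 0.1% CHAPS and 5% DMSO, with PI5P4Kalpha, substrate, compound and 5 microM ATP final, one hour at room temperature. Readout is ADP-Glo luminescence.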
PLK1 PBD block – qHTS for Inhibitors of PLK1-PDB (polo-like kinase 1 - polo-box domain): Primary Screen | Serine/threonine-protein kinase PLK1 (Homo sapiens), P53350 | Plk1 PBD binding of FITC phosphopeptide, fluorescence polarization | Potency, µM, inactives show max response, negative = inhibition, usual class: inhibitors | 360,000 tested, 2.8% active; also: potency is read from the fitted curve at half-maximal effect; series mostly up to about 57 µM; % is scaled to controls: 0 for no effect and ±100 for the full control effect; nearly all actives have a fitted effect of over 65% in size
EPAC1 agonist – qHTS for Agonist of cAMP-regulated guanine nucleotide exchange factor 3 (EPAC1): primary screen; Rap guanine nucleotide exchange factor 3 (Homo sapiens), O95398; EPAC1 agonist qHTS, biochemical assay; response scale: 100% = response to 6.5 mM cAMP; Potency, µM (highest dose often 154 µM), inactives show at the top dose activation, actives largely listed as activators; 360,000 tested, 0.073% active; also: potency is read from the fitted curve at half-maximal effect; nearly all actives have a fitted effect of over 60% in size
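Read-out is the fluorescence drop as BODIPY-GDP leaves Rap1B (480 nm excitation, 540 nm emission), recorded every 5 minutes over 30 minutes. Reactions held 100 nM EPAC1, 250 nM Rap1B–BODIPY-GDP and 50 uM GDP, with 6.5 mM cAMP setting full activation.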
FUS yeast rescue – qHTS for Suppressors of FUS Proteinopathy: Primary screen using FUS-linked yeast assay; Potency, µM (top dose mostly 76.6 µM), without a hit: at the highest dose growth rescue (activation), most hits filed as activators; 390,000 tested, 0.24% active; AID 1347120, 2019; S. cerevisiae FUS-expressing, growth rescue, OD600, 24 h;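 also: potency is read from the fitted curve at half-maximal effect; plate controls were DMSO vehicle for no effect and reference control for full effect; nearly all actives have a fitted effect of over 55% in size; some results filed as inactive show a strong effect at the top dose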
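FUS-expressing yeast, raffinose-pregrown, induced in 2% galactose minimal medium at OD 0.005; compounds in a dilution series, 24hr at 30C. Growth restoration read as absorbance at 600 nm. CP55940 positive control, DMSO negative.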
WRN inhibitor – qHTS for Inhibitors of WRN Helicase; Bifunctional 3'-5' exonuclease/ATP-dependent helicase WRN (Homo sapiens), Q14191; WRN helicase unwinding, fluorescent forked duplex, kinetic; Potency, µM (titrated, usually from 114 µM), inactives show top-dose activity change, negative = inhibition, hits mostly inhibitors; 360,000 tested, 0.46% active; also: potency is read from the fitted curve at half-maximal effect; % is scaled to controls: 0 for no effect and ±100 for the full control effect; nearly all actives have a fitted effect of over 55% in size
Target sequence (Q14191 whole entry, looked up): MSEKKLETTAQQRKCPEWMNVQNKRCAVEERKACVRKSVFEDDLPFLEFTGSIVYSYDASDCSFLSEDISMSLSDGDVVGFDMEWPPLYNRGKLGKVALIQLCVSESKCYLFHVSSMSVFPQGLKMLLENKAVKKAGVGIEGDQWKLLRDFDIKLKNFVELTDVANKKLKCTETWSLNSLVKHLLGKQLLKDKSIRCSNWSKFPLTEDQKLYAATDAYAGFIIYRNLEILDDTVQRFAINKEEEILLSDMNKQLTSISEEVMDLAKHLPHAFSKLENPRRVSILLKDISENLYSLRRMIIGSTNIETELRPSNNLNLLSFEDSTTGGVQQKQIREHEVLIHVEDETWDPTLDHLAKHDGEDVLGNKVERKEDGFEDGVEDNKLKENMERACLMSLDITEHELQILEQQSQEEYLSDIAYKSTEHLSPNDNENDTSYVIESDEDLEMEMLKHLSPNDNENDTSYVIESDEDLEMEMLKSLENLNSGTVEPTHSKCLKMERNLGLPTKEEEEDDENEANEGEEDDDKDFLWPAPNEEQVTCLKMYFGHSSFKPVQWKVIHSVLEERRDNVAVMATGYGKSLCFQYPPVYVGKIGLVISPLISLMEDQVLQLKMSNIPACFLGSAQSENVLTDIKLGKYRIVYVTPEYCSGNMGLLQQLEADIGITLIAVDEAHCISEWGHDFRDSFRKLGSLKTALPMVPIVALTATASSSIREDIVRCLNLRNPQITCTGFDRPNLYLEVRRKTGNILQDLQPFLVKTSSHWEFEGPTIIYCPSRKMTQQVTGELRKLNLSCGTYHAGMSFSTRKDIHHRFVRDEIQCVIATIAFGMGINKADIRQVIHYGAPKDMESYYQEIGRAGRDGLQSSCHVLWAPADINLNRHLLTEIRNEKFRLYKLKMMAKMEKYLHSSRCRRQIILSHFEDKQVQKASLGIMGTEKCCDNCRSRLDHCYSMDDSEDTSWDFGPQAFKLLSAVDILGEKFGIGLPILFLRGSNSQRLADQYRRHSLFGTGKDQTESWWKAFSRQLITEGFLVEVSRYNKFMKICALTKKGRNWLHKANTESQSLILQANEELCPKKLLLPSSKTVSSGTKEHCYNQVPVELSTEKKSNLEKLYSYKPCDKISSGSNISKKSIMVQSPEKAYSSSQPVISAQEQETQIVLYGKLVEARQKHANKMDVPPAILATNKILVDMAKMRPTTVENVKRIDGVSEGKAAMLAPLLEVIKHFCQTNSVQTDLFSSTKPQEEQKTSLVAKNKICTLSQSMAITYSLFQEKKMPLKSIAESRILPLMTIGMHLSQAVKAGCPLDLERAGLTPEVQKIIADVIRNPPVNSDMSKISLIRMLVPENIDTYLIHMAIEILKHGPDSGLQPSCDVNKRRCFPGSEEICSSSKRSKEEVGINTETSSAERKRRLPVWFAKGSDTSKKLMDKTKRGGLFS
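Enzyme (20 nM final) and test compound sit together 15 min at room temperature before substrate addition. Substrate is a single-forked duplex oligonucleotide (100 nM) labelled with fluorophore and quencher, with 2 mM ATP; helicase unwinding raises red fluorescence, read kinetically.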
IL2 activator – qHTS of IL-2 Activators; IL-2 activation reporter assay, cell-based qHTS; stimulated with anti-CD3/CD4/CD28 beads; in transgenic mouse T cells; activation, % (series mostly up to about 46 µM); AID 652025, 2013; 360,000 tested, 0.065% active; in the data active = activation above about 50%; inconclusive = mostly about 30% to 49%; also: 0% is about no effect
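Unstimulated transgenic mouse T cells, 750 per well, received compound and, after 60 minutes, anti-CD3/anti-CD4 bead plus anti-CD28 stimulation. EGFP and DsRed were quantified after 18 hours.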
EPAC1 antag – qHTS for Antagonist of cAMP-regulated guanine nucleotide exchange factor 3 (EPAC1): primary screen; Rap guanine nucleotide exchange factor 3 (Homo sapiens), O95398; EPAC1 GEF assay, Rap1b-BODIPY-GDP exchange fluorescence; Potency, µM (highest dose often 115 µM), for the others: at the top dose activity change, negative = inhibition, most hits filed as inhibitors; 360,000 tested, 0.14% active; AID 720709, 2013;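 also: potency is read from the fitted curve at half-maximal effect; plate controls were vehicle for no effect and positive control for full effect; nearly all actives have a fitted effect of over 50% in size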
aSyn yeast inh – qHTS of alpha-syn Inhibitors; Yeast expressing alpha-synuclein, growth rescue, BacTiter-Glo, 24 h; Potency, µM (series often up to 46.1 µM), without a hit: at the highest dose growth rescue (activation), hits mostly activators; 370,000 tested, 0.14% active; also: potency is read from the fitted curve at half-maximal effect; % of control where 0% means no effect; nearly all actives have a fitted effect of over 65% in size
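Galactose-induced alpha-syn yeast (OD600=0.02, raffinose-pregrown) + pinned cpd, 24 hr, 30 deg C; growth by BacTiter-Glo luminescence. Growth restoration scores as activation.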
Abeta rescue – qHTS for compounds that reverse cellular toxicity of Amyloid beta (A-beta) peptide in yeast: Primary Screen; Potency, µM (highest dose often 46.1 µM), for inactives: at the top dose growth rescue, actives largely listed as activators; yeast expressing A-beta42, growth rescue, OD600, 48 h; response scale: 0% DMSO, 100% iron-clioquinol control; 410,000 tested, 0.063% active; also: potency is read from the fitted curve at half-maximal effect; nearly all actives have a fitted effect of over 55% in size
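Yeast A-beta toxicity model in growth medium with pinned compounds, 48 h at 30 C; growth read as absorbance at 600 nm. Normalized to FeCl3/clioquinol equimolar mix (positive) and DMSO (negative).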
* = called active by the depositor; ? = inconclusive; / = not tested or not shown; & = joins results of further samples; [ ] = another dose, or the depositor's remark. Unless noted, calls follow the shape of the dose curve; as a rule, active = well fitted curve in the direction sought with a large enough effect; inconclusive = small, poorly fitted or top-dose-only effect, or another doubt; inactive = no such curve, though single readings can be large; an effect the other way counts as inactive or inconclusive.

SMILES	PI5P4Ka inh	PLK1 PBD block	EPAC1 agonist	FUS yeast rescue	WRN inhibitor	IL2 activator	EPAC1 antag	aSyn yeast inh	Abeta rescue
O=C(Nc1cccc(OC(=O)N2CCOCC2)c1)N1CCOCC1	-1	-3%	-4%	8%	-1%	0.7	-14%	2%	10%
O=S(=O)(c1ccc(O)cc1)c1ccc(O)cc1	0	-2%	-6%	-37%	0%	-1.6	-12%	-2%	-14%
CN1C2CCC1CC(OC(=O)CCN1CCCC1)C2 (configuration not stated)	/	-9%	7%	-5%	1%	-1.5	-3%	0%	-6%
COC(=O)C1=C(c2cccc(C#N)c2)C[C@@H]2CC[C@H]1N2C(=O)N1CCC(O)CC1	-7	3%	-19%	-26%	6%	0.1	16%	-1%	-1%
Cc1cccc(NP(C)(=O)c2nc3c(s2)CCCC3)c1 (configuration not stated)	-5	-12%	-3%	0%	4%	-2.2	3%	6%	-2%
O=C(C(=O)N1CCOCC1)c1cn(Cc2ccccc2)c2ccccc12	-2	-18%	-1%	-3%	6%	0.9	-12%	1%	16%
Cn1c(=O)c2c(nc(N/N=C/c3c(O)n(C4CCCCC4)c(=S)[nH]c3=O)n2C)n(C)c1=O	-25	?	-5%	22%	?	1.5	5%	4%	2%
CCCCc1ncc(CN2CCCC(C(=O)c3ccc(SC)cc3)C2)[nH]1 (configuration not stated)	-3	-7%	12%	15%	3%	-2.0	-13%	-3%	-3%
CC1(C)C(C(=O)N2CCN(c3ccc(Cl)cc3)CC2)C1(C)C	9	-11%	0%	4%	-6%	-5.0	-8%	11%	0%
C/C(=N\NC(N)=O)c1c(O)n(C)c(=O)n(C)c1=O	-12	30µM*	6%	-8%	-3%	0.1	-16%	2%	15%
CCN(CC)c1ccc(/C=C2/C(=O)NC(=O)N(CC3CCCO3)C2=O)cc1 (configuration not stated)	-23	?	1%	7%	-34%	-2.2	2%	1%	-13%
Cc1ncc(C(=O)O)n1C(C)c1ccccc1 (configuration not stated)	?	-10%	-7%	-3%	13%	-2.4	12%	0%	-4%
COC1=CC(=O)[C@]2(C=C1OC)OC[C@@H]1Oc3c(ccc4c3C=CC(C)(C)O4)C(=O)[C@@H]12	-3	-13%	1%	2%	-8%	-0.7	-9%	2%	5%
COc1ccccc1N(CC(=O)NC1CCCCC1)C(=O)c1cnn(C(C)C)c1	/	-10%	6%	9%	-2%	-3.0	-7%	-4%	8%
COc1ccccc1NC(=O)c1cn(CCC#N)nc1-c1ccc(F)cc1	0	-9%	2%	12%	17%	-0.1	1%	2%	-7%
C[N+]1(C)CCN(c2ccccc2)CC1	-2	-3%	-7%	-9%	-3%	-0.4	3%	0%&5%	5%
C[n+]1c(-c2ccccc2)c2cc(N)ccc2c2ccc(N)cc21	-22	-22%	-12%	1%	2.7µM*	1.9	-7%	0%	-33%
C=Cn1ccnc1P(=S)(c1ccc(N(C)C)cc1)c1nccn1C=C	/	-6%	-4%	45%	6%	-2.4	12%	2%	11%
Cc1ccccc1O	-11	-8%	-1%	-34%	0%	-1.8	-11%	0%	-9%
CCCCCn1c(NC(=O)c2ccco2)c(C(=O)OCC)c2nc3ccccc3nc21	2	?	-15%	37%	?	-0.3	50µM*	-1%	20%
Cc1c(C)c2ccc(OCC(=O)N3CCC(C(=O)O)(c4ccccc4)CC3)cc2oc1=O	0	1%	-9%	?	-11%	1.4	4%	1%	7%
c1csc(CN2CCNCC2)c1	0	-12%	6%	5%	-1%	-0.5	-1%	-3%	-1%
Cc1ccc(Cl)cc1N1CCN(CCN)CC1	0	-3%	7%	/	-14%	-6.4	4%	-3%	0%
CCc1ccccc1N1C(=O)/C(=C/c2ccc(N3CCN(C)CC3)o2)C(=O)NC1=S	?	85%[activator]	11%	?	50µM*	6.0	-7%	-11%	-10%
C/C=C(\C)C(=O)N[C@@H](c1ccccc1)[C@@H](O)C(=O)O[C@H]1C[C@@]2(O)[C@@H](OC(=O)c3ccccc3)C3[C@](C)(C(=O)[C@H](OC(C)=O)C(=C1C)C2(C)C)[C@H](O)C[C@H]1OC[C@@]31OC(C)=O (some centres not stated)	2	-1%	-27%	?	-4%	0.4	3%	-1%	-14%
Other structures follow:
SMILES	PI5P4Ka inh	PLK1 PBD block	EPAC1 agonist	FUS yeast rescue	WRN inhibitor	IL2 activator	EPAC1 antag	aSyn yeast inh	Abeta rescue
Cc1ccc(NC(=O)CCNC(=O)N2C[C@H]3C[C@@H](C2)c2cccc(=O)n2C3)c(C)c1	3	-1%	-13%	-11%	4%	2.3	4%	1%	2%
O=C(Cc1ccccc1)N1CCN(CCCc2ccccc2)CC1	2	3%	12%	33%	?	0.0	8%	1%	-12%
COC(=O)C1=C(c2ccc3ccccc3c2)C[C@@H]2CC[C@H]1N2C	-3	-15%	0%	-6%	6%	0.2	-4%	-1%	-8%
Cc1ccc(-n2c(O)c(C=NC3CCCC3)c(=O)[nH]c2=O)c(C)c1	1	1%	1%	-3%	-3%	-0.1	4%	0%	-8%
CCOC(=O)C1=C(C)OC(N)=C(C#N)C12C(=O)N(C)c1ccccc12 (configuration not stated)	2	0%	1%	-5%	4%	0.2	-2%	0%	13%
COC(=O)C1=C(c2ccc(Cl)c(C(F)(F)F)c2)C[C@@H]2CC[C@H]1N2C(=O)NCCO	-3	4%	-10%	9%	1%	-1.5	-3%	3%	-14%
Cc1ccc(S(=O)(=O)Nc2ccc3ncccc3c2[N+](=O)[O-])cc1	-12	-4%	0%	/	-21%	-6.5	-7%	-33%[inhibitor]	-6%
CC(O)(CS(=O)(=O)c1cccc(C(F)(F)F)c1)C(=O)Nc1cccc(C(F)(F)F)c1 (configuration not stated)	/	-4%	/	33%	-7%	-3.1	-22%	-1%	5%
COc1cc2c(cc1O)C[C@H]1c3c(cc(O)c(OC)c3-2)CCN1C	2	2%	3%	-31%	-8%	-0.4	-2%	-3%	-4%
O=c1c2ccccc2nc(-c2ccccc2Cl)n1-c1cccc(O)c1	2	-6%	1%	-16%	-10%	-1.5	-5%	-5%	2%
N#Cc1cc(F)c(N2CCNCC2)cc1Cl	0	-14%	7%	0%	9%	-2.0	-2%	-1%	-2%
Cc1nc2c(-c3ccc(F)cc3)c(C)nn2c(C)c1CCC(=O)N1CCC2(CC1)OCCO2	/	-9%	13%	9%	-4%	-1.7	1%	5%	-3%
CCCC[N+]12CCC(CC1)C(C(O)(c1ccccc1)c1ccccc1)C2 (configuration not stated)	-3	-1%	8%	10%	-5%	-0.8	-3%	3%	-3%
c1cc2c(cc1CCNC1C3CC4CC(C3)CC1C4)OCO2 (configuration not stated)	/	0%	6%	21%	9%	-1.0	12%	-9%	-13%
COc1cccc(-c2nc(CS(=O)CC(=O)N3CCC4(CC3)OCCO4)c(C)o2)c1 (configuration not stated)	/	-9%	-5%	2%	3%	-0.1	-9%	-4%	5%
CC(N)C(=O)NC1C2C(=C(O)CC(O)C2O)C(=O)OC1(C)C(Cl)Cl (configuration not stated)	15	-11%	9%	/	9%	-7.2	5%	22%	-45%[inhibitor]
Cc1ccsc1C(=O)C1CCCN(Cc2ccccc2O)C1 (configuration not stated)	-10	-6%	5%	8%	-1%	1.0	6%	-1%	-19%
O=P(/C=C1\OCc2ccccc21)(Oc1ccccc1)Oc1ccccc1	-4	-7%	9%	?	-1%	0.0	-11%	11%	-2%
COc1ccc(N=C2SCCCN2C)cc1	-10	0%	-3%	-9%	1%	-0.5	9%	-15%	11%
C=CCn1c(O)c(C(CC)=NCC2CCCO2)c(=O)[nH]c1=O (configuration not stated)	-5	1%	-1%	4%	1%	0.0	-9%	1%	10%
CC(=O)Nc1ccccc1C(=O)OCC(=O)Nc1ncccn1	2	-1%	2%	9%	-20%	0.2	0%	-2%	-1%
Cc1cccc(N=Cc2c(O)n(C)c(=O)n(C)c2=O)c1	-8	-6%	5%	9%	0%	-0.7	-23%	-5%	5%
CSc1ccc(C(=O)C2CCCN(CCCn3cccn3)C2)cc1 (configuration not stated)	-2	1%	-1%	6%	3%	1.8	9%	11%	3%
CN1CCN(C(=O)COc2ccc(Oc3ccccc3)cc2)CC1	11	-17%	-2%	-1%	5%	3.1	-5%	-3%	-11%
Cc1c(C(=O)Nc2ccccc2)cc(-c2ccccc2)n1CCCN1CCOCC1	-1	0%	0%	19%	-3%	-1.9	-14%	2%	-10%
CC(=O)O[C@H]1CCC2C3CCC4=CC(=O)CCC4=C3C=C[C@@]21C (some centres not stated)	-6	?	-4%	32%	-12%	-1.7	-14%	8%	-15%
Cc1cccc(-n2c(O)c(/C=C3/C(c4ccccc4)=Nc4ccccc43)c(=O)[nH]c2=O)c1	-14	13µM*	2%	21%	-12%	0.5	-24%	-38%[inhibitor]	-32%
CN1C(=O)C(C2c3ccccc3C(=O)N2Cc2ccc([N+](=O)[O-])cc2)C(=O)N(C)C1=O (configuration not stated)	0	-6%	-8%	35%	-4%	-3.6	16%	-2%	-21%
O=C(NC1CCCCC1)N1C[C@H]2C[C@@H](C1)c1cccc(=O)n1C2	2	0%	4%	4%	8%	1.2	6%	1%	-12%

These rows are one share of the data; the hit share may differ from the screen's.
